Compound activity from PubChem.
KLK7 zymogen act = activates the human kallikrein-7 zymogen; activation, % at 7 µM; purified proKLK7, EDANS-DABCYL substrate fluorescence; 100% is mature enzyme control, 0% vehicle; P49862; hit rate 0.9% among 370,000; AID 652039;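 active means activation above the mean of all tested compounds plus 3 SD, computed per campaign excluding outliers beyond control limits, cut at about 13% in these data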
Target sequence (P49862 whole entry, looked up): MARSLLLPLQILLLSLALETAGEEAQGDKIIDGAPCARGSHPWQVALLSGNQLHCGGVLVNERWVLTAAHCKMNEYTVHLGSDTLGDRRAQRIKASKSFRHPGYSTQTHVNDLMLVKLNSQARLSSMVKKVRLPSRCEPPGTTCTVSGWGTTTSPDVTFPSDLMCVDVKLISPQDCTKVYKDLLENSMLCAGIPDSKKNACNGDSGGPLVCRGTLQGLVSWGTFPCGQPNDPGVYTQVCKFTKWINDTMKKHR
ADAM17 inh = ADAM17 inhibition, QFRET primary screen; P78536; hit rate 0.83% among 370,000; recombinant ADAM17, EDANS/DABCYL FRET peptide cleavage; AID 720648; inhibition, % at 6.95 µM;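 active means inhibition above the mean of compounds lying between control limits plus 3 SD, set per campaign, cut at about 8.5% in these data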;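 further: 0% = DMSO-only wells as the low control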
ADAM10 inh = ADAM10 inhibition, QFRET primary screen; recombinant ADAM10, EDANS/DABCYL FRET peptide cleavage, 3 h; hit rate 0.62% among 370,000; inhibition, % at 7 µM; O14672;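 active means inhibition above a per-campaign cutoff equal to the mean of compounds falling between control-based bounds plus 3 SD, cut at about 20% in these data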;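 further: 0% = DMSO wells while the 100% control is not disclosed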
DDE Tn6 FP inh = disrupts Tn6 cyclic peptide binding to fibrin D-Dimer-E complex; P02675; Fibrin DD(E) TRITC-Tn6 fluorescence polarization displacement; inhibition, % at 8.3 µM; hit rate 0.21% among 370,000;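 active means inhibition above a per-campaign cutoff: mean of compounds within control limits plus 3 SD, cut at about 15% in these data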;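 further: 0% = median of all compound wells on the plate and 100% = blocking peptide control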
LEDGF integ inh = blocks HIV-1 LEDGF/p75-dependent DNA integration | TR-FRET IN-LEDGF/p75 DNA integration, Eu/Cy5 | inhibition, % at 3.7 µM | hit rate 0.64% among 370,000;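 active means inhibition above the screen-wide mean plus 3 SD, cut at about 13% in these data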;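 further: signal is the Cy5 over europium emission ratio at 671 and 618 nm; 0% = plate median of compound wells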
DDE Tn7 FP inh = inhibitors of Tn7 peptide binding to human fibrin DD(E); hit rate 0.13% among 370,000; inhibition, % at 8.3 µM; AID 720508; P02675; FP displacement of FITC-Tn7 peptide from fibrin DD(E); 0% = median of compound wells per plate;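 active means inhibition above the mean of compounds falling within the control limits plus 3 SD of them, cut at about 14% in these data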;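 further: 0% = plate median of compound wells and 100% = 10 µM Aha-Tn7 peptide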
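Test system: human clot-derived fibrin DD(E) complex / Quantity: 2 µM final DD(E) protein / Incubation: 10 min plus 3 h, room temperature / Measured by: fluorescence polarization / Benchmarks: high control of 10 µM Aha-Tn7 peptide / Replicates: singlicate testing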
TDP2 inh = blocks human TDP2 phosphodiesterase activity. hit rate 0.34% among 370,000. recombinant TDP2, T5PNP hydrolysis, p-nitrophenol absorbance 415 nm. inhibition, % at 12.8 µM. O95551. AID 720702;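 active means inhibition above the mean of all tested compounds plus 3 SD, set per campaign, cut at about 25% in these data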;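 further: 0% = DMSO with enzyme and 100% = buffer with substrate but no TDP2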
Target sequence (O95551 whole entry, looked up): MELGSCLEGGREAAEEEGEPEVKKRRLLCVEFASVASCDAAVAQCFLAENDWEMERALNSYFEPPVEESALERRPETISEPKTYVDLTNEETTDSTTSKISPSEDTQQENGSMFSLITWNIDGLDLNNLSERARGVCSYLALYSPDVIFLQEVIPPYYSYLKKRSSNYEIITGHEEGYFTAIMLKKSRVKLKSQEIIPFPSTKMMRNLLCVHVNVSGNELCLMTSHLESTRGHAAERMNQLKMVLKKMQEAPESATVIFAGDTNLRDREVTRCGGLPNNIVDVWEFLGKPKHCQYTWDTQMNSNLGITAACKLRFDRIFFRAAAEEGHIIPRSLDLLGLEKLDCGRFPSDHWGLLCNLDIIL
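Incubation: 2 h at 37 °C; Test system: recombinant human TDP2; Quantity: enzyme 120 nM; Read-out basis: percent inhibition; Medium: 50 mM Tris-HCl pH 7.5 with Mg2+, KCl, DTT, BSA; Repeats: single replicate; Compound: 12.8 µM single point, 1% DMSO; Signal: epi absorbance; Reagent: 5 mM T5PNP chromogenic substrate; Benchmarks: no-enzyme high, DMSO-plus-enzyme low.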
ASAP1 GAP inh = inhibitors of human ASAP1 ArfGAP activity. AID 624377. hit rate 0.19% among 360,000. Q9ULH1. inhibition, % at 16.5 µM. ASAP1-stimulated ARF1 GTP hydrolysis, GDP FP detection; in the data active means inhibition above about 25%;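 further: 0% = vehicle with enzyme and substrate and 100% = no enzyme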
ARFGAP1 inhibitor = rat ARFGAP1 inhibition; inhibition, % at 16.5 µM; hit rate 0.26% among 360,000; AID 651572; Arfgap1-stimulated ARF1 GTP hydrolysis, GDP FP detection;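 active means inhibition above a per-plate limit, mean inhibition of low control wells plus 3 SD, cut at about 25% in these data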;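 further: 0% = DMSO wells with enzyme and 100% = wells lacking Arfgap1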
Target sequence (Q62848 1-136 limits assumed): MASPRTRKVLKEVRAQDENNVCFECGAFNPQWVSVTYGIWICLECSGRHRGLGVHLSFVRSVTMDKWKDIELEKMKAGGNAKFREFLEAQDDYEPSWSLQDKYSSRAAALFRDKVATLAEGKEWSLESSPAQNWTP
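material = rat Arfgap1 catalytic domain, aa 1-136 | also added = human ARF1(Δ1-17)-GTP substrate | compound dosing = one concentration, 16.5 µM, DMSO 1.26% | times = GTP hydrolysis reaction 2 h at 25 °C | measured by = FP, GDP Alexa 633 tracer displaced from anti-GDP antibody, 620/688 nm | evaluation = percent inhibition of Arfgap1-stimulated GTP hydrolysis | replication = single well per compound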
PLCg1 inh = blocks human PLC-gamma1 enzyme activity; P19174; purified PLC-gamma1, fluorogenic substrate, fluorescence; inhibition, % at 12.2 µM; hit rate 0.84% among 370,000; AID 720700; in the data active means inhibition above about 9.5%
Active calls of the source: *.

What do the screens show for `CCOC(=O)C1Cc2c([nH]c3ccccc23)C(C)N1` (stereo not drawn)?
KLK7 zymogen act: 0.6; ADAM17 inh: -6; ADAM10 inh: -9; DDE Tn6 FP inh: -1; LEDGF integ inh: 1; DDE Tn7 FP inh: 3; TDP2 inh: -9; ASAP1 GAP inh: 2; ARFGAP1 inhibitor: 11; PLCg1 inh: -4

What do the screens show for `O=C(COC(=O)CCC(=O)c1ccccc1)Nc1nnc(-c2ccccc2)o1`?
KLK7 zymogen act: 0.3; ADAM17 inh: 0; ADAM10 inh: 1; DDE Tn6 FP inh: -3; LEDGF integ inh: 1; DDE Tn7 FP inh: -7; TDP2 inh: -3; ASAP1 GAP inh: 17; ARFGAP1 inhibitor: -4; PLCg1 inh: -5

How did O=C(N/C(=C\c1ccco1)C(=O)N1CCC(O)CC1)c1ccccc1 do in these assays?
KLK7 zymogen act: 0.4; ADAM17 inh: -3; ADAM10 inh: -7; DDE Tn6 FP inh: -3; LEDGF integ inh: -2; DDE Tn7 FP inh: 2; TDP2 inh: 6; ASAP1 GAP inh: 2; ARFGAP1 inhibitor: -3; PLCg1 inh: -10

Results for Cn1c(=O)c2c(nc(N3CCN(c4ccccn4)CC3)n2Cc2ccccc2Cl)n(C)c1=O ?
KLK7 zymogen act: 0.2; ADAM17 inh: -3; ADAM10 inh: -4; DDE Tn6 FP inh: 5; LEDGF integ inh: -1; DDE Tn7 FP inh: 2; TDP2 inh: 3; ASAP1 GAP inh: 16; ARFGAP1 inhibitor: -2; PLCg1 inh: 0

What do the screens show for `COc1ccc(NC(=O)CCNS(=O)(=O)c2ccccc2F)cc1S(N)(=O)=O`?
KLK7 zymogen act: 0.2; ADAM17 inh: -2; ADAM10 inh: -5; DDE Tn6 FP inh: 3; LEDGF integ inh: -2; DDE Tn7 FP inh: 1; TDP2 inh: -2; ASAP1 GAP inh: 2; ARFGAP1 inhibitor: -2; PLCg1 inh: 3

How did COc1ccc(CN(C)C(=O)c2ccccc2Sc2ccccc2C#N)cc1OC do in these assays?
KLK7 zymogen act: 0.7; ADAM17 inh: -3; ADAM10 inh: -7; DDE Tn6 FP inh: -2; LEDGF integ inh: 1; DDE Tn7 FP inh: 4; TDP2 inh: 7; ASAP1 GAP inh: 4; ARFGAP1 inhibitor: -5; PLCg1 inh: -1

How did Cc1cc(C)cc(S(=O)(=O)Cc2noc(C(=O)NCc3ccccc3)c2C(=O)NCc2ccccc2)c1 do in these assays?
KLK7 zymogen act: 0.0; ADAM17 inh: 2; ADAM10 inh: 7; DDE Tn6 FP inh: -1; LEDGF integ inh: -2; DDE Tn7 FP inh: -9; TDP2 inh: -7; ASAP1 GAP inh: 8; ARFGAP1 inhibitor: 10; PLCg1 inh: 3

Results for CCOC(=O)Nc1ccc2c(c1)nc(CN1CCN(C(C)=O)CC1)n2C ?
KLK7 zymogen act: -0.9; ADAM17 inh: -5; ADAM10 inh: -4; DDE Tn6 FP inh: 5; LEDGF integ inh: -3; DDE Tn7 FP inh: 3; TDP2 inh: -4; ASAP1 GAP inh: 4; ARFGAP1 inhibitor: 4; PLCg1 inh: -18

How did CCCCC[C@H]1CN(C2CCCCC2)C(=O)[C@@H]1CC(=O)NCc1ccccc1 do in these assays?
KLK7 zymogen act: -0.7; ADAM17 inh: 0; ADAM10 inh: -1; DDE Tn6 FP inh: 2; LEDGF integ inh: -1; DDE Tn7 FP inh: 0; TDP2 inh: -6; ASAP1 GAP inh: -1; ARFGAP1 inhibitor: -13; PLCg1 inh: 0

What do the screens show for `Cc1ccc(C(=O)Nc2c(C)cc(C)c3cccnc23)cc1`?
KLK7 zymogen act: -0.7; ADAM17 inh: -3; ADAM10 inh: -3; DDE Tn6 FP inh: 3; LEDGF integ inh: 1; DDE Tn7 FP inh: 0; TDP2 inh: 1; ASAP1 GAP inh: 4; ARFGAP1 inhibitor: 6; PLCg1 inh: -3

How did COc1cccc(CN(C)Cc2cc(=O)oc3c(C)c(C)ccc23)c1 do in these assays?
KLK7 zymogen act: 0.5; ADAM17 inh: -1; ADAM10 inh: 0; DDE Tn6 FP inh: -4; LEDGF integ inh: 0; DDE Tn7 FP inh: -1; TDP2 inh: -14; ASAP1 GAP inh: -8; ARFGAP1 inhibitor: 12; PLCg1 inh: -5

Results for CCOC(=O)CSc1nc(C(C)(C)C)nc2ccccc12 ?
KLK7 zymogen act: 0.3; ADAM17 inh: 1; ADAM10 inh: -3; DDE Tn6 FP inh: 11; LEDGF integ inh: -3; DDE Tn7 FP inh: 4; TDP2 inh: 4; ASAP1 GAP inh: 0; ARFGAP1 inhibitor: -11; PLCg1 inh: 1

What do the screens show for `O=C(COc1ccc(Cl)cc1Cl)N1CCCN(C(=O)COc2ccc(Cl)cc2Cl)CC1`?
KLK7 zymogen act: 0.4; ADAM17 inh: 9.8*; ADAM10 inh: 25*; DDE Tn6 FP inh: 2; LEDGF integ inh: -6; DDE Tn7 FP inh: 1; TDP2 inh: -7; ASAP1 GAP inh: 7; ARFGAP1 inhibitor: 8; PLCg1 inh: 2

Results for Cc1c(N2CCCCC2)[nH]c2ccccc12 ?
KLK7 zymogen act: 0.4; ADAM17 inh: -3; ADAM10 inh: -6; DDE Tn6 FP inh: -4; LEDGF integ inh: 4; DDE Tn7 FP inh: -8; TDP2 inh: 3; ASAP1 GAP inh: 4; ARFGAP1 inhibitor: 4; PLCg1 inh: -3

How did CCCC(=O)Nc1nc(-c2ccc3c(c2)OCCO3)cs1 do in these assays?
KLK7 zymogen act: -0.4; ADAM17 inh: 4; ADAM10 inh: -4; DDE Tn6 FP inh: 1; LEDGF integ inh: 3; DDE Tn7 FP inh: -5; TDP2 inh: -6; ASAP1 GAP inh: 9; ARFGAP1 inhibitor: 0; PLCg1 inh: 4

Results for COc1ccc(/C=N\NC(=O)CNC(=O)C(c2ccccc2)c2ccccc2)cc1[N+](=O)[O-] ?
KLK7 zymogen act: 1.0; ADAM17 inh: 2; ADAM10 inh: 13; DDE Tn6 FP inh: -6; LEDGF integ inh: 1; DDE Tn7 FP inh: -2; TDP2 inh: -3; ASAP1 GAP inh: 2; ARFGAP1 inhibitor: -7; PLCg1 inh: -2

Results for COC(=O)C1=C(CN2CCc3ccccc32)NC(=O)NC1c1cc(C)ccc1C (stereo not drawn) ?
KLK7 zymogen act: 0.3; ADAM17 inh: -3; ADAM10 inh: -12; DDE Tn6 FP inh: 2; LEDGF integ inh: -2; DDE Tn7 FP inh: -3; TDP2 inh: -8; ASAP1 GAP inh: -5; ARFGAP1 inhibitor: -10; PLCg1 inh: 0

What do the screens show for `Cc1ccc(CC2CC(=O)N(c3ccc(Cl)cn3)C2=O)cc1` (stereo not drawn)?
KLK7 zymogen act: 0.1; ADAM17 inh: -2; ADAM10 inh: 2; DDE Tn6 FP inh: 10; LEDGF integ inh: -4; DDE Tn7 FP inh: 11; TDP2 inh: 8; ASAP1 GAP inh: -2; ARFGAP1 inhibitor: -6; PLCg1 inh: 5

What do the screens show for `COc1ccc(C(=O)Nc2cc(C(C)=O)c(/C=C/N(C)C)oc2=O)cc1`?
KLK7 zymogen act: 0.7; ADAM17 inh: 0; ADAM10 inh: -2; DDE Tn6 FP inh: 1; LEDGF integ inh: 7; DDE Tn7 FP inh: 1; TDP2 inh: 6; ASAP1 GAP inh: 5; ARFGAP1 inhibitor: 12; PLCg1 inh: -22

Results for COc1nc(-c2ccncc2)nc2ccccc12 ?
KLK7 zymogen act: 0.4; ADAM17 inh: -2; ADAM10 inh: 2; DDE Tn6 FP inh: -5; LEDGF integ inh: -3; DDE Tn7 FP inh: -6; TDP2 inh: -1; ASAP1 GAP inh: -4; ARFGAP1 inhibitor: -2; PLCg1 inh: 0

How did O=c1cc(N2CCN(c3cccc(C(F)(F)F)c3)CC2)[nH]c(=O)n1C1CCCCC1 do in these assays?
ADAM17 inh: -1; ADAM10 inh: -1; DDE Tn6 FP inh: -1; LEDGF integ inh: 2; DDE Tn7 FP inh: -10; TDP2 inh: -6; PLCg1 inh: -1

How did CC(C)Cc1ccc(-c2cc3nc(NCCOc4ccccc4)ccn3n2)cc1 do in these assays?
KLK7 zymogen act: -28; ADAM17 inh: -1; ADAM10 inh: -16; DDE Tn6 FP inh: 0; LEDGF integ inh: -2; DDE Tn7 FP inh: 0; TDP2 inh: -3; ASAP1 GAP inh: 8; ARFGAP1 inhibitor: 15; PLCg1 inh: -15

What do the screens show for `Cc1cc(Cl)cc(C)c1OCCNCc1ccccc1`?
KLK7 zymogen act: 0.4; ADAM17 inh: -1; ADAM10 inh: 0; DDE Tn6 FP inh: -3; LEDGF integ inh: 2; DDE Tn7 FP inh: -5; TDP2 inh: 16; ASAP1 GAP inh: 8; ARFGAP1 inhibitor: 20; PLCg1 inh: 1

How did COC(=O)Cn1cnc2ccccc2c1=O do in these assays?
KLK7 zymogen act: 1.1; ADAM17 inh: -1; ADAM10 inh: 9; DDE Tn6 FP inh: 3; LEDGF integ inh: -3; DDE Tn7 FP inh: -6; TDP2 inh: -4; ASAP1 GAP inh: -1; ARFGAP1 inhibitor: 9; PLCg1 inh: 4

How did COc1ccccc1-n1c(SCC(=O)NC2CCS(=O)(=O)C2)nc2ccccc2c1=O (stereo not drawn) do in these assays?
KLK7 zymogen act: 0.5; ADAM17 inh: 2; ADAM10 inh: -9; DDE Tn6 FP inh: 15*; LEDGF integ inh: 0; DDE Tn7 FP inh: 2; TDP2 inh: 5; ASAP1 GAP inh: 6; ARFGAP1 inhibitor: -2; PLCg1 inh: 4

How did Cc1cccc(NC(=O)COc2ccc(Br)cc2/C=N/O)c1 do in these assays?
KLK7 zymogen act: -1.0; ADAM17 inh: 4; ADAM10 inh: 13; DDE Tn6 FP inh: -2; LEDGF integ inh: 0; DDE Tn7 FP inh: -5; TDP2 inh: 1; ASAP1 GAP inh: 1; ARFGAP1 inhibitor: 10; PLCg1 inh: -1

How did COc1ccc(NC(=O)C(C2CC2)n2c(=O)c(-c3ccco3)nc3ccccc32)cc1 (stereo not drawn) do in these assays?
KLK7 zymogen act: -0.3; ADAM17 inh: -15; ADAM10 inh: -51; DDE Tn6 FP inh: -3; LEDGF integ inh: 5; DDE Tn7 FP inh: -2; TDP2 inh: 10; ASAP1 GAP inh: 9; ARFGAP1 inhibitor: 5; PLCg1 inh: -12

Compounds as they come; any-hit rate near 4.2%.
